Screens: PubChem BioAssay, several laboratories
VLA-4 inh – inhibition in a human VLA-4 binding assay | VLA-4 expressing cells, ligand binding flow cytometry | inhibition, % (about 7 µM as worked out from the volumes in the protocol) | 330,000 compounds, 0.2% hits; in the data active = inhibition above about 50%
Target sequence (P13612 whole entry, looked up): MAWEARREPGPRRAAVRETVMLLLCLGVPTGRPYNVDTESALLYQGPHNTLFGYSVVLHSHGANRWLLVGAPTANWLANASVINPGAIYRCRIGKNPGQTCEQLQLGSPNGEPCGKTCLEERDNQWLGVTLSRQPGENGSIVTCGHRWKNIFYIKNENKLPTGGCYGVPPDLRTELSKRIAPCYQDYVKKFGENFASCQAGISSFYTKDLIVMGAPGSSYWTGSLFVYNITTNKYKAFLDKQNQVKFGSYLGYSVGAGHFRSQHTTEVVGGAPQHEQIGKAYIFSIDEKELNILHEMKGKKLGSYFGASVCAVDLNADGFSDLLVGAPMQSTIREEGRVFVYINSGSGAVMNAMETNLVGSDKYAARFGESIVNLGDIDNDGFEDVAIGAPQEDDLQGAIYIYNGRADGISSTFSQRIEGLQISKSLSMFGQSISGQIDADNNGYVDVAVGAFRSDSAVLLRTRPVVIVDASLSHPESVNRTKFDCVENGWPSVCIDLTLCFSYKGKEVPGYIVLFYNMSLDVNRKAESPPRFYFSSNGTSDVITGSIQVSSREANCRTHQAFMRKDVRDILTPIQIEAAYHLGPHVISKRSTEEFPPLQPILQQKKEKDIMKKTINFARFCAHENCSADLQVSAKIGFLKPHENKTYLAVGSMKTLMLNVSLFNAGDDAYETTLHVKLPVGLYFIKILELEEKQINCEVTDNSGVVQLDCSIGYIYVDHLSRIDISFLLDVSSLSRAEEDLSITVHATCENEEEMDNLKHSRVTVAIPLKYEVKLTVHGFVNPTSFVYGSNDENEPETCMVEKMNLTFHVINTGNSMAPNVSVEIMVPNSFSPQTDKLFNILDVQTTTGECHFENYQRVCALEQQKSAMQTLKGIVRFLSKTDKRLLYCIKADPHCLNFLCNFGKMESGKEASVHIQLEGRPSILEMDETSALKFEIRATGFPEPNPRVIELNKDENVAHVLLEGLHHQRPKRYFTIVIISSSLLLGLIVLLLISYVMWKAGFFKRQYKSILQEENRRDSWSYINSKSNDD
AGP1 TOR yeast – alters AGP1-GFP fluorescence in TOR pathway yeast screen | S. cerevisiae AGP1-GFP multiplex flow cytometry, 3 h; GFP as percent of DMSO wells | GFP response vs DMSO, % at 10 µM | 320,000 compounds, 0.02% hits;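 active = GFP response relative to DMSO above a set limit, near screen average plus 3 SD, cut at about 150% in these data; inconclusive = fewer than 70 cells counted for the yeast strain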;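 note: median GFP channel fluorescence of the gated AGP1 strain per well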
GRK2 inh – inhibitors of human GRK2 displacing RNA aptamer | P25098 | 330,000 compounds, 0.59% hits | bead flow cytometry, FAM-aptamer displacement from GRK2 | inhibition of aptamer binding, % at 10 µM;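 active = inhibition of aptamer binding above 40%, roughly 3 SD of noise, on plates passing a quality check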;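 note: median bead fluorescence of bound FAM aptamer so fluorescent compounds give negative values; no value below 0 was filed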
Fam108B inh – blocks mouse Fam108B hydrolase in RBBP9 counter-screen | recombinant Fam108B, FP-Rh probe fluorescence polarization | inhibition, % at 9.51 µM | 300,000 compounds, 0.33% hits;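 active = inhibition above the screen mean inhibition plus 3 SD, computed separately per campaign, cut at about 18% in these data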;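 note: inhibitors lower polarization as less probe binds the enzyme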
MCL1 BIM primary – inhibitors of human MCL1 binding to BIM-BH3 peptide; GST-MCL1 / FITC-Bim-BH3 fluorescence polarization; inhibition, % at 10.9 µM; Q07820; 320,000 compounds, 0.68% hits;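 active = inhibition above the mean inhibition of all tested compounds plus 3 SD, set per campaign, cut at about 40% in these data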;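 note: 0% = DMSO wells and 100% = unlabeled Bim-BH3 peptide control; higher means more loss of mP so more displacement of Bim peptide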
MEX-5 binding – C. elegans MEX-5 TCR-2 RNA binding activity | 300,000 compounds, 0.38% hits | activity score (negative = inhibition of binding), % at 10 µM | Q9XUB2 | MEX-5/FITC-TCR2 RNA binding, fluorescence polarization; active compounds read low | AID 1832;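 active = inhibition past about -25% in most replicates, and total fluorescence under double the plate's negative control median, limit read from the data; inconclusive = replicates evenly split on the limit, or fluorescence at least double controls; inactive = too little inhibition in most replicates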;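 note: 0% = DMSO and -100% = 5 µM competing unlabeled TCR2 RNA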
CIT2 TOR yeast – alters CIT2-GFP fluorescence in TOR pathway yeast screen | 320,000 compounds, 0.065% hits | AID 2029 | GFP response vs DMSO, % at 10 µM | S. cerevisiae CIT2-GFP strain, flow cytometry, 3 h; 100 means same as DMSO wells;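 active = GFP response relative to DMSO above a set limit, near the screen mean plus 3 SD, cut at about 150% in these data; inconclusive = Fewer than 70 cells measured for a yeast strain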;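 note: ratio of well median GFP fluorescence to mean of DMSO wells on the plate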
GLD-1 RNA inh – GLD-1-TGE RNA interaction inhibition (C. elegans); purified GLD-1 + fluorescein TGE RNA, fluorescence polarization; inhibition, % at 5.96 µM; 320,000 compounds, 0.44% hits;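 active = percent inhibition above a per-plate cutoff, the plate mean of test compounds plus 3 SD, cut at about 30% in these data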;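 note: 0% = DMSO wells with GLD-1 and probe and 100% = wells lacking GLD-1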
BCLXL inh – blocks human Bcl-xL binding to Bim BH3 peptide. GST-Bcl-xL / FITC-Bim BH3 peptide fluorescence polarization. inhibition, % at 10.9 µM. 320,000 compounds, 0.7% hits;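 active = inhibition above the mean of all tested compounds plus 3 SD, cutoff set per campaign, cut at about 30% in these data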;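 note: 0% = DMSO wells and 100% = unlabeled Bim-BH3 peptide competitor; inhibitors lower millipolarization by displacing the labeled peptide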
* marks the source's active call; other numbers are inactive results; ? = inconclusive; · = no result given; [ ] = dose if it differs, or a comment.

Results follow in this order: VLA-4 inh	AGP1 TOR yeast	GRK2 inh	Fam108B inh	MCL1 BIM primary	MEX-5 binding	CIT2 TOR yeast	GLD-1 RNA inh	BCLXL inh
1) O=C(O)c1sccc1Oc1ccc(NS(=O)(=O)c2ccccc2)cc1
→ 6	91	0	3	0	1.1	98	-3	5
2) CCOC(=O)c1nn(-c2sc(C(=O)OC)c(C)c2C(=O)OC)cc1O
→ -3	95	8	3	-1	-2.9	101	-1	-3
3) CCC1=C/C(=C/N(C)c2ccccc2)C(=O)S1
→ 2	103	2	0	31	-7.3	96	29	31*
4) COC(=O)Nc1ccc(S(=O)(=O)Nc2ccc(C(=O)O)cc2)cc1
→ -1	96	0	-1	6	-0.5	93	4	7
5) Cc1ccc(-c2nc3ncccc3o2)cc1NC(=O)c1ccco1
→ 2	98	0	-1	4	0.4	96	5	5
6) O=C(COC(=O)CNS(=O)(=O)c1c(Cl)cccc1Cl)Nc1ccccc1Sc1ccccc1
→ -2	102	11	-11	1	2.8	107	3	0
7) O=C(Cc1cccs1)N(c1ccc(Cl)cc1)C1C=CS(=O)(=O)C1 (stereo unspecified)
→ 13	101	1	1	0	-0.3	99	9	2
8) O=C(COC(=O)c1ccc2c(c1)C(=O)N(c1cccc3ncccc13)C2=O)c1ccc(Cl)cc1
→ -3	84[may fluoresce red]	0	-2	4	-1.3	94[may fluoresce red]	3	6
9) COc1ccccc1OCC(=O)Nc1cccc(-c2nc3ccccc3o2)c1
→ 6	96	0	2	4	1.8	100	7	5
10) O=c1c2[nH]c3ccccc3c2ncn1Cc1ccco1
→ 5	105	1	0	-1	-0.5	108	3	5
11) CN(CC(=O)Nc1nc2ccccc2s1)S(=O)(=O)c1ccccc1
→ -10	99	0	1	2	-0.4	101	5	1
12) Cc1ccc(NC(=O)CSc2nc(=O)n(Cc3ccncc3)c3c2CCC3)c(C)c1
→ 3	104	0	-5	0	0.9	93	3	6
13) COC(=O)c1ccc(CSc2nnc(-c3c[nH]c4ccccc34)n2C)o1
→ 11	101	1	-4	-2	1.8	101	-1	2
14) c1ccc(-c2cc(N3CCCCC3)c3ccccc3n2)cc1
→ -2	95	0	0	3	2.3	93	1	-1
15) NNC(=O)CNC(=O)c1ccccc1F
→ 5	98	1	-1	3	-2.1	93	5	2
16) COc1ccc(NC(=O)CN(C)C(=O)CN2C(=O)c3ccc([N+](=O)[O-])cc3C2=O)cc1
→ 13	101	0	1	-8	-0.1	103	-2	0
17) CC1=C(c2ccc(Cl)cc2)[N+](=O)C(C)(C)N1[O-]
→ -3	93	0	-5	3	-3.3	100	9	2
18) Cc1cc(C)cc(NC(=S)N2CCC(NC(=O)c3ccccc3C)CC2)c1
→ 0	104	4	1	0	-1.8	102	1	2
19) O=c1[nH]c(Cc2ccccc2)nc2ccccc12
→ 6	105	0	-3	-4	1.8	104	8	-3
20) COc1ccc(NC(=O)CSc2ccc(-c3ccco3)nn2)cc1
→ 8	94	0	-4	10	2.9	99	2	2
21) Clc1ccc(OCc2nn3c(-c4ccncc4)nnc3s2)cc1
→ 0	94	0	0	-12	·	105	-4	-6
22) Nc1nc(COC(=O)C2CC(=O)N(CCc3ccccc3)C2)nc(Nc2ccccc2)n1 (stereo unspecified)
→ 10	95	0	·	-4	·	88	-5	-5
23) Cc1ccc(C(=O)N/C(=C\c2cn(C)c3ccccc23)C(=O)N2CCN(C)CC2)cc1
→ 11	93	0	0	-4	-2.5	86	-6	0
24) O=C(Nc1cccnc1)c1ccc(COc2ccccc2Br)o1
→ 1	96	4	-1	-4	1.8	93	8	-1
25) CCN(CC)C(=O)CSc1nnc(-c2ccccn2)n1-c1ccc(C)c(C)c1
→ 0	99	1	2	4	-1.6	96	8	6
26) Fc1cccc(Cl)c1C1Nc2cccc3cccc(c23)N1
→ 2	106	0	9	7	-6.7	96	2	4
27) CC1CCN(C(=O)c2[nH]cnc2C(=O)Nc2ccccc2)CC1
→ -13	98	3	·	·	·	95	6	·
28) O=C1COc2ccc(C(=O)COC(=O)C3CCN(S(=O)(=O)c4cccs4)CC3)cc2N1
→ -2	97	1	-3	-6	-1.8	95	7	2
29) COc1cccc(-c2noc(C3CCCN(C(=O)c4ccccc4OC)C3)n2)c1 (stereo unspecified)
→ -2	109	2	·	·	-0.6	99	·	·
30) Cc1ccc(N2CCN(S(=O)(=O)N(C)C)CC2)c(C)c1
→ -2	95	1	-6	-4	0.9	97	7	-2
31) N#Cc1ccsc1NC(=O)CN(Cc1ccccc1)Cc1ccccc1
→ 13	·	3	-1	0	1.8	·	0	3
32) Cc1ccccc1NC(=O)CN1CCC(NC(=O)Nc2ccccc2)CC1
→ 6	99	0	3	9	2.1	94	5	11
33) Cc1cccc(CCNC(=O)CCS(=O)(=O)c2cc3c(cc2Cl)NC(=O)CO3)c1
→ 12	100	1	1	3	-0.6	101	-4	-3
34) CN(C)c1ccc(-c2nnc(-c3cccs3)o2)cc1
→ 4	88	0	3	-2	-2.2	77	6	0
35) Cc1nn(-c2ccccc2)c(C)c1/C=N/O
→ 10	·	1	-2	-3	0.8	98	-2	2
36) O=C1CC(=C2c3ccccc3-c3ccccc32)C(=O)N1CCN1CCN(c2cccc(Cl)c2)CC1
→ 0	101	4	3	7	0.7	102	-4	6
37) COc1ccc(NC(=O)c2sccc2C)c([N+](=O)[O-])c1
→ 7	98	0	-4	8	-7.1	89	11	2
38) CCCNC(=O)c1cc(-c2ccc(Br)cc2)on1
→ 3	93	0	-6	-14	0.6	90	7	-5
39) CN(CC(=O)Nc1ccc(N2CCOCC2)cc1)CC(=O)Nc1ccc([N+](=O)[O-])cc1Br
→ -4	99	4	2	-5	-2.1	108	-3	4
40) O=C(N/C(=C\c1cccc([N+](=O)[O-])c1)C(=O)N1CCCCC1)c1cccs1
→ -7	99	0	1	-1	-0.7	101	-6	2
41) CCC(O)(CC)C(=O)N/N=C/c1cc(Br)cc(Br)c1O
→ 1	100	0	3	12	0.9	96	1	6
42) CCOc1ccc(-c2nnn(CC(=O)Nc3ccccc3OC)n2)cc1OCC
→ -13	96	3	-25	5	0.3	99	-2	1
43) COc1ccc2c(c1)CCc1c(C(=O)N3CCc4ccccc4C3)noc1-2
→ -5	97	0	-7	-2	4.5	101	7	2
44) COc1ccc(NC(=O)CSc2ccccn2)cc1
→ 10	100	0	-5	4	-2.5	81	-3	7
45) Cc1nnc(SCC(=O)n2c3c(c4ccccc42)CCCC3)s1
→ -9	106	0	-1	1	0.1	102	2	4
46) c1ccc(-c2ccc(C3=Nn4c(Cn5nnc6ccccc65)nnc4SC3)cc2)cc1
→ -8	98	0	-12	-1	1.7	107	7	-2
47) COC(=O)c1ccc(COC(=O)c2cnccn2)cc1
→ 3	93	0	1	4	0.7	110	-3	2
48) O=C(CN1C(=O)C2C3C=CC(C4CC34)C2C1=O)Oc1ccccc1 (stereo unspecified)
→ 13	101	0	-2	12	-1.1	102	-3	0
49) Cc1cccc(Cl)c1OCCN1CCCC1
→ -3	99	2	0	9	-4.4	102	-4	2
50) Cc1ccc(S(=O)(=O)N2CCCCC2)cc1NC(=O)C1CC(=O)N(Cc2ccccc2)C1 (stereo unspecified)
→ -1	105	0	-2	-12	0.2	108	4	-1
51) CSc1nc(C)cc(OCCNS(=O)(=O)c2ccc(C)cc2)n1
→ -3	96	1	-1	2	-0.2	101	10	2
52) COc1ccc(C2=CC3=C(Br)C(=O)C(C)(OC(=O)c4ccc(Cl)nc4)C(=O)C3=CO2)cc1 (stereo unspecified)
→ -17	6[may fluoresce violet]	6	6	26	-30*	?	9	21
53) COCc1cc(C)n(CC(=O)Nc2cccc(C)c2)c(=O)c1C#N
→ -3	106	2	0	-6	0.3	102	7	-5
54) O=C(OCC(=O)N1CCN(c2ccccc2)CC1)c1nc(Cl)ccc1Cl
→ 10	101	0	3	-1	0.3	95	5	7
55) CC1CCN(c2ccc3c(c2)S(=O)(=O)c2ccccc2C3=O)CC1
→ -5	96	4	-6	-50	-2.3	88	-30	-23
56) Cc1nnc(SCC(=O)N2CCN(C(=O)c3ccco3)CC2)n1C
→ -7	103	2	·	-11	·	97	4	-8
57) Cc1oc(-c2ccccc2)cc1C(=O)Nc1ccc(N(C)C)cc1
→ 9	99	0	15	5	·	93	13	13
58) Cc1occc1C(=O)NCc1cccs1
→ -1	101	2	2	8	-1.9	105	6	8
59) CC(=O)Nc1ccc(NC(=O)C(c2ccccc2)c2ccccc2)cc1
→ 3	109	0	-1	-7	-2.3	114	-7	3
60) CS(=O)(=O)N1c2ccccc2[C@]2(Br)C[C@H]3C(=O)N[C@@H](Cc4ccccc4)C(=O)N3[C@H]12
→ -12	89	6	1	2	2.2	99	8	1
61) Cc1[nH]n(-c2ccccc2)c(=O)c1/C=N/O
→ 4	101	6	-1	9	0.7	94	2	1
62) CCOC(=O)/C(C#N)=C\C=C1C=CN(C)C=C1
→ -48	105	1	1	-255	?	109	-228	-146
63) COc1ccccc1NC(=O)c1ccc2c(c1)N(CC#N)C(=O)C(C)(C)O2
→ -11	106	2	1	6	-0.2	97	-2	3

Taken from above.
Fam108B inh, CN(CC(=O)Nc1ccc(N2CCOCC2)cc1)CC(=O)Nc1ccc([N+](=O)[O-])cc1Br stands at 2
GRK2 inh, Cc1cccc(CCNC(=O)CCS(=O)(=O)c2cc3c(cc2Cl)NC(=O)CO3)c1 stands at 1

Sorted by formula weight (falling): part of the list above
Results follow in this order: VLA-4 inh	AGP1 TOR yeast	GRK2 inh	Fam108B inh	MCL1 BIM primary	MEX-5 binding	CIT2 TOR yeast	GLD-1 RNA inh	BCLXL inh
52) COc1ccc(C2=CC3=C(Br)C(=O)C(C)(OC(=O)c4ccc(Cl)nc4)C(=O)C3=CO2)cc1 (stereo unspecified)
→ -17	6[may fluoresce violet]	6	6	26	-30*	?	9	21
36) O=C1CC(=C2c3ccccc3-c3ccccc32)C(=O)N1CCN1CCN(c2cccc(Cl)c2)CC1
→ 0	101	4	3	7	0.7	102	-4	6
41) CCC(O)(CC)C(=O)N/N=C/c1cc(Br)cc(Br)c1O
→ 1	100	0	3	12	0.9	96	1	6
40) O=C(N/C(=C\c1cccc([N+](=O)[O-])c1)C(=O)N1CCCCC1)c1cccs1
→ -7	99	0	1	-1	-0.7	101	-6	2
32) Cc1ccccc1NC(=O)CN1CCC(NC(=O)Nc2ccccc2)CC1
→ 6	99	0	3	9	2.1	94	5	11
59) CC(=O)Nc1ccc(NC(=O)C(c2ccccc2)c2ccccc2)cc1
→ 3	109	0	-1	-7	-2.3	114	-7	3
55) CC1CCN(c2ccc3c(c2)S(=O)(=O)c2ccccc2C3=O)CC1
→ -5	96	4	-6	-50	-2.3	88	-30	-23
48) O=C(CN1C(=O)C2C3C=CC(C4CC34)C2C1=O)Oc1ccccc1 (stereo unspecified)
→ 13	101	0	-2	12	-1.1	102	-3	0
62) CCOC(=O)/C(C#N)=C\C=C1C=CN(C)C=C1
→ -48	105	1	1	-255	?	109	-228	-146
58) Cc1occc1C(=O)NCc1cccs1
→ -1	101	2	2	8	-1.9	105	6	8
61) Cc1[nH]n(-c2ccccc2)c(=O)c1/C=N/O
→ 4	101	6	-1	9	0.7	94	2	1
35) Cc1nn(-c2ccccc2)c(C)c1/C=N/O
→ 10	·	1	-2	-3	0.8	98	-2	2
